# core dimer inh: HCV core protein dimerization inhibition; inhibition, % at 5 µM; TR-FRET GST/Flag-core106 dimerization, 1536-well; hit rate 0.33% among 300,000;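 active = inhibition above the mean of all tested compounds plus 3 SD, set per screening campaign, cut at about 45% in these data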
#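 System: GST/Flag-tagged HCV core106 proteins. Incubation: compound-protein-antibody incubation 4 h at 22.5 °C. Technique: HTRF with 340 nm excitation, 617/671 nm emission. Medium: KF-containing HEPES buffer, pH 7.45, DTT, CHAPS, BSA. Read-out: inhibition (%) from 671 over 617 nm ratio. Also added: Eu(K)-anti-GST 90 ng/mL plus XL665-anti-Flag 1 µg/mL.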
# Fh CTSL1 inh: blocks F. hepatica cathepsin L1 in PFM18AAP counter-screen; hit rate 0.49% among 300,000; AID 1906; inhibition, % at 5.96 µM; recombinant F. hepatica cathepsin L1, Z-Leu-Arg-MCA fluorescence;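 active = inhibition above the mean of all tested compounds plus 3 SD, set per screening campaign, cut at about 17% in these data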;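 note: 0% = plate median of test compound wells and 100% = 1 µM Z-Phe-Ala-diazomethylketone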
# PP1 counter: counter-screen for PP5 inhibitors: inhibitors of human PP1-alpha; P62136; purified PP1alpha, OMFP fluorescence; inhibition, % at 6.7 µM; hit rate 0.9% among 320,000; AID 2235;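 active = inhibition above the mean inhibition of all tested compounds plus 3 SD, computed separately for each screening campaign, cut at about 15% in these data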
# ZTA counter: counter-screen for EBNA-1 inhibitors: inhibitors of Epstein-Barr virus ZTA | ZTA-DNA binding, fluorescence polarization | inhibition, % at 11 µM | hit rate 0.15% among 320,000; in the data active = inhibition above about 33%
# Target sequence (P03206 whole entry, looked up): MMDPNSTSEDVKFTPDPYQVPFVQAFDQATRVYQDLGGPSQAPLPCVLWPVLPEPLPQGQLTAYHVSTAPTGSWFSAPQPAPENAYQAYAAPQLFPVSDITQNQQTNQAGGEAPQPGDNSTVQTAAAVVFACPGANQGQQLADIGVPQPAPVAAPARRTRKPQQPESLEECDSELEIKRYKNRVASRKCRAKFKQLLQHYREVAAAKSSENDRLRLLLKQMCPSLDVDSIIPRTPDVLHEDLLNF
# EBNA-1 inhibitor: blocks EBNA-1 binding to DNA; EBNA-1 DNA binding, fluorescence polarization; hit rate 0.34% among 300,000; AID 1950; inhibition, % at 14.8 µM; in the data active = inhibition above about 28%
# PP5 primary: PP5 (human) phosphatase inhibition; hit rate 0.18% among 320,000; purified PP5c, OMFP substrate fluorescence; inhibition, % at 6.7 µM; P53041;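 active = inhibition above the campaign's mean inhibition across all tested compounds plus 3 SD, cut at about 9.5% in these data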;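 note: 0% = DMSO only and 100% = 100 µM cantharidin control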
# Target sequence (P53041 whole entry, looked up): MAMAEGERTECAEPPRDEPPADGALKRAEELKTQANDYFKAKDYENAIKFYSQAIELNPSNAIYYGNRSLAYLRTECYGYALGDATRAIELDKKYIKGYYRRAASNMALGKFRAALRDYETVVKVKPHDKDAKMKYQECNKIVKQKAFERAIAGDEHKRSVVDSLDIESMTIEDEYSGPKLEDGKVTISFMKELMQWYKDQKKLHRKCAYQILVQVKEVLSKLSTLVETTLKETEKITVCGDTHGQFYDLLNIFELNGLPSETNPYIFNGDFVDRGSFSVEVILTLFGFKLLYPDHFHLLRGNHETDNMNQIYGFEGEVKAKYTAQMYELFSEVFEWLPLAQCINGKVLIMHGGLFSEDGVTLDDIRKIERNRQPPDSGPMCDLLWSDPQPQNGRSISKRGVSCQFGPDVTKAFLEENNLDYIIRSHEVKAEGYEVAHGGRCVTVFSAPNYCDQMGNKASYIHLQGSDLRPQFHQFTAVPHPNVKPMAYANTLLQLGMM
# CR mimetic SO: yeast age-related superoxide inhibition as caloric restriction mimetic; hit rate 0.18% among 330,000; S. cerevisiae aged cells, superoxide DHE fluorescence; stronger effect = lower value; AID 2690; superoxide response (% of plate mean), % at 10 µM;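 active = superoxide response under a set limit, about three screen SD below normal, cut at about 65% in these data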;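 note: yeast aged for seven days with compound at 30 °C before DHE staining; 100% = average MFI of all compound-treated wells on the plate with controls excluded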
# TPT1 inh: blocks Candida albicans tRNA 2'-phosphotransferase | AID 1962 | hit rate 0.81% among 300,000 | recombinant caTPT1, FP RNA substrate dephosphorylation | inhibition, % at 5 µM;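 active = inhibition above the mean of all tested compounds plus 3 SD, set per screening campaign, cut at about 24% in these data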;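 note: plate controls were DMSO alone for no effect and ferristatin control at 100 nM for full effect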
# GASC-1 inh: inhibitors of human GASC-1 (JMJD2C) demethylase; GST-JMJD2C(1-420) H3K9me3 demethylation, DELFIA europium; hit rate 0.069% among 330,000; AID 2099; inhibition, % at 2.35 µM; Q9H3R0;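 active = more than half of a compound's replicate wells show inhibition beyond 50%, single wells judged on their own value; inconclusive = some, but no more than half, of replicates pass 50% inhibition; inactive = no replicate passes 50% inhibition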;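 note: signal counts dimethyl H3K9 product captured on neutravidin plate; 0% = median of DMSO wells and 100% = 0.3 times that DMSO median; strong numbers were not always called active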
# * marks the source's active call; other numbers are inactive results; ? = inconclusive; . = not tested or not shown.
SMILES,core dimer inh,Fh CTSL1 inh,PP1 counter,ZTA counter,EBNA-1 inhibitor,PP5 primary,CR mimetic SO,TPT1 inh,GASC-1 inh
CN1C(=O)C(C(=O)NC(C)(C)C)C2c3ccccc3OC13CCCCC23 (configuration not stated),0,0,-4,6,1,-0.1,94,-1,19
NC(=O)COc1c(-c2ccco2)oc2ccccc2c1=O,-2,4,-3,-7,1,1.3,95,0,2
CC(=O)c1cc(Cl)ccc1OCc1cccc(S(=O)(=O)N2CCOCC2)c1,3,6,-1,6,-11,1.4,91,-1,0
O=C(N/N=C/c1ccc([N+](=O)[O-])o1)c1ccccc1NS(=O)(=O)c1cccs1,7,-3,-5,-8,-11,5.2,140,1,5
CC(=O)CSc1ccc(-c2nc3cc(C)c(C)cc3[nH]2)cn1,-1,0,-3,18,0,-0.6,95,2,0
O=C(CC1SC(=O)NC1=O)Nc1ccc(Cl)cc1 (configuration not stated),-9,-5,3,-1,-11,1.3,114,2,-6
Cc1ccsc1C(=O)Nc1cccc(S(=O)(=O)N(C)C)c1,-4,-5,-3,-7,-1,-1.2,107,-1,-14
CCNc1nc(Cl)nc(NCCOc2ccc(C)cc2)n1,-3,-1,8,6,6,2.1,111,2,-5
O=c1c(Cl)c(NCc2ccccc2Cl)cnn1C12CC3CC(CC(C3)C1)C2,15,6,9,-13,3,2.6,103,-2,-6
Cc1ccc(C)c(NC(=O)c2nnn(Cc3ccccc3)c2N)c1,-3,0,-1,11,3,0.7,105,0,-3
CC(=O)N1c2ccc(S(=O)(=O)N3CCC(C(=O)Nc4ccc(F)cc4)CC3)cc2CC1C (configuration not stated),-4,2,1,2,-1,1.8,93,1,5
Cc1ccc(NC(=O)c2cc(-c3cccs3)on2)cc1C,-2,4,-2,4,4,-0.6,93,2,3
O=C(NCc1nc2ccccc2[nH]1)C1=C[C@H](c2ccc(C(F)(F)F)cc2)C[C@H](OCCCCO)O1,-6,4,4,0,-8,5.1,110,2,-3
O=C(NCC1CCCO1)C1CCN(C2CCN(Cc3ccco3)CC2)CC1 (configuration not stated),-11,-4,1,-17,-7,1.7,95,1,-4
COc1ccc([C@@H]2[C@@H]3C(=O)N(C(C)(C)C)C(=O)[C@@H]3[C@]3(CC(C)C)C(=O)N(c4cccc(F)c4)C(=O)N23)cc1,4,0,1,20,7,5.2,98,6,5
Cc1ccc2c(c1)C(c1ccccc1)N(C(=O)c1ccc3c(c1)OCO3)CC(=O)N2 (configuration not stated),2,-3,-3,-12,3,-1.3,113,-1,5
CC(C)c1ccc(NS(=O)(=O)c2ccc(Cl)nc2)cc1,5,0,-4,2,-3,1.5,119,-2,13
COc1ccc(C(C)=O)cc1COC(=O)c1ccc(S(=O)(=O)N(C)C)cc1,2,-3,1,2,3,1.8,103,-2,14
COc1ccc(C(CNC(=O)Cc2ccc3ccccc3c2)N(C)C)cc1 (configuration not stated),4,-1,-2,0,0,0.3,98,0,-6
CC(Sc1nnc(Cc2cccs2)n1C1CCCCC1)C(N)=O (configuration not stated),2,-3,1,17,6,-3.0,94,-2,4

# Looked up above:
# CC(=O)N1c2ccc(S(=O)(=O)N3CCC(C(=O)Nc4ccc(F)cc4)CC3)cc2CC1C (configuration not stated) – core dimer inh: -4
# COc1ccc(C(CNC(=O)Cc2ccc3ccccc3c2)N(C)C)cc1 (configuration not stated) – PP5 primary: 0.3

# A second format for part of the listing above.
Cc1ccc(NC(=O)c2cc(-c3cccs3)on2)cc1C
  core dimer inh: -2; Fh CTSL1 inh: 4; PP1 counter: -2; ZTA counter: 4; EBNA-1 inhibitor: 4; PP5 primary: -0.6; CR mimetic SO: 93; TPT1 inh: 2; GASC-1 inh: 3

O=C(NCc1nc2ccccc2[nH]1)C1=C[C@H](c2ccc(C(F)(F)F)cc2)C[C@H](OCCCCO)O1
  core dimer inh: -6; Fh CTSL1 inh: 4; PP1 counter: 4; ZTA counter: 0; EBNA-1 inhibitor: -8; PP5 primary: 5.1; CR mimetic SO: 110; TPT1 inh: 2; GASC-1 inh: -3

O=C(NCC1CCCO1)C1CCN(C2CCN(Cc3ccco3)CC2)CC1 (configuration not stated)
  core dimer inh: -11; Fh CTSL1 inh: -4; PP1 counter: 1; ZTA counter: -17; EBNA-1 inhibitor: -7; PP5 primary: 1.7; CR mimetic SO: 95; TPT1 inh: 1; GASC-1 inh: -4

COc1ccc([C@@H]2[C@@H]3C(=O)N(C(C)(C)C)C(=O)[C@@H]3[C@]3(CC(C)C)C(=O)N(c4cccc(F)c4)C(=O)N23)cc1
  core dimer inh: 4; Fh CTSL1 inh: 0; PP1 counter: 1; ZTA counter: 20; EBNA-1 inhibitor: 7; PP5 primary: 5.2; CR mimetic SO: 98; TPT1 inh: 6; GASC-1 inh: 5

# Additional compounds.
SMILES,core dimer inh,Fh CTSL1 inh,PP1 counter,ZTA counter,EBNA-1 inhibitor,PP5 primary,CR mimetic SO,TPT1 inh,GASC-1 inh
COc1ccc(C(=O)Nc2ccc(Cl)cc2C(=O)NCCO)cc1,-4,0,2,-22,-6,4.4,95,0,?
CS(=O)(=O)N(CCC#N)Cc1ccco1,-7,7,-3,-2,2,1.6,99,-6,9
Cc1cc(=O)[nH]c(SCC(=O)Nc2nc3c(s2)CCCC3)n1,-1,8,-3,-8,2,-0.2,68,0,8
COc1ccc(CCNC(=O)C2CC(=O)N(c3ccccc3)C2)cc1OC (configuration not stated),8,2,-3,7,2,-1.0,102,1,-4
COc1ccc2c(c1)C(=O)C(=O)N2CCS(=O)(=O)c1ccccc1,0,1,-2,3,0,-0.7,103,-4,10
O=C(c1ccco1)N1CCN(C(=O)c2ccc(CS(=O)c3ccc(F)cc3)o2)CC1 (configuration not stated),-9,-2,-1,10,-7,-1.0,95,0,-5
COC(=O)c1ccc(CSc2ccc3nnc(-c4ccccc4)n3n2)o1,3,-1,3,-13,-14,3.4,99,-4,-2
CCn1c(CCNC(=O)c2cccs2)nnc1SCC(=O)Nc1nc(-c2ccccc2)cs1,5,0,3,1,-9,3.1,114,-1,-27
NC(=O)CNCCC(c1ccccc1)c1ccccc1,-5,2,-3,-4,2,1.6,105,0,-1
COCCNC(=S)N1C2CCC1CC(NC(=O)NC13CC4CC(CC(C4)C1)C3)C2 (configuration not stated),-4,-4,-1,-12,-4,0.0,85,0,3
CC(C)Oc1cccc(C(=O)Nc2ccc(N3CCN(C)CC3)cc2)c1,-4,0,-4,-29,-9,2.4,98,3,7
O=C(COc1ccccc1)N(CCc1ccccc1)c1nc(-c2ccc(F)cc2)cs1,-1,-1,7,-5,6,4.7,101,-1,5
C/C(=N/NC(=O)c1ccncc1)c1cc2ccc(O)cc2oc1=O,-8,0,-11,-8,-6,-3.3,85,60*,-1
Cc1cc(-c2nc(-c3ccc(C(C)(C)C)cc3)no2)no1,-3,0,-7,5,-3,2.6,85,-1,10
O=C(CN1CCOCC1)NCCNC(=O)CN1CCOCC1,-1,-5,-2,9,16,0.0,102,0,1
Cc1cc(Br)c(NC(=O)COC(=O)C2CC2C)c(Br)c1 (configuration not stated),9,3,-1,2,1,-0.7,111,0,-2
Nc1nc(-c2cccc(Br)c2)cs1,-4,-6,0,12,14,-0.2,85,0,-8
Cc1cc(N)n2nc(C(F)(F)F)nc2n1,1,-11,-3,-6,-15,-0.5,87,6,-5
COc1cccc(-c2cc3nc4c(c(N5CCC6(CC5)OCCO6)n3n2)CCCC4)c1,1,1,0,8,6,2.9,96,-2,0
O=C(CCC(=O)Nc1nnc(C2CCCCC2)s1)NCC1CCCO1 (configuration not stated),-1,0,-1,2,-3,3.9,105,4,-5
COc1ccc(OC)c(S(=O)(=O)n2ccnc2C)c1,-3,1,-1,3,19,-1.4,84,-2,3
Cc1ccc(N/C=C(\[N+](=O)[O-])S(=O)(=O)c2ccccc2)cc1,2,-2,-6,0,-13,0.4,101,-3,6
COc1cc(OC)c(NC(=O)CC(C)=O)cc1Cl,-7,-1,1,-15,1,-0.2,84,-2,-5
COc1ccc(-c2nc(-c3ccccn3)no2)cc1,-7,1,-1,3,3,2.9,118,-2,-2
O=C(O)CN1C(=O)/C(=C\c2cccc(OC(=O)c3ccco3)c2)SC1=S,-3,-1,2,2,-22,1.2,97,-2,-5
CCOc1ccccc1NC(=O)Cn1c(=O)c2ccccc2n(CC)c1=O,1,-2,-6,8,2,-1.8,82,0,1
CCCC(O)(CCC)C(=O)NN(C(=O)CCl)c1ccccc1,-11,11,-2,-5,1,-0.4,98,-6,6
CCOc1ccc2nc(NC(=O)Cn3cnc4c3c(=O)n(C)c(=O)n4C)sc2c1,-3,8,-2,3,-8,-0.3,106,-2,.
Cc1ccc(-n2c(C)cc(C(=O)CN3CCCCC3)c2C)cc1,4,-3,-3,-9,2,3.7,115,0,2
CCOc1cccc(C2/C(=C(/O)c3ccc4c(c3)CC(C)O4)C(=O)C(=O)N2Cc2cccnc2)c1 (configuration not stated),5,2,8,-4,13,2.5,85,-2,1
Cc1ccccc1NC(=S)N1CCN(Cc2ccccc2)CC1,3,-10,-1,-15,2,-0.2,103,1,0
COc1ccc(NS(=O)(=O)c2c(C)[nH]c(C)c2C(=O)N2CCCCC2)cc1Cl,3,0,-3,-9,2,3.8,86,-1,3
COc1ccc(OC)c(/C=C2\SC(=S)N(NS(=O)(=O)c3ccc(C)cc3)C2=O)c1,9,3,15,17,12,1.3,100,14,-1
Cc1ccc(-c2nc3ccccc3s2)cc1S(=O)(=O)N1CCCC1,7,3,4,-7,4,3.0,93,-2,-1
O=C(CCn1c(=O)oc2ccccc21)Nc1ccc(N2CCOCC2)cc1,4,-1,1,10,1,0.9,94,3,8
CCC(C)[C@H]1CNCCN1CCC12CC3CC(CC(C3)C1)C2 (some centres not stated),.,.,-1,-10,.,1.3,94,.,1
O=C(OCC(=O)N1CCCCCC1)c1ccc([N+](=O)[O-])cc1Cl,-3,-1,-2,-14,4,-1.3,88,-1,-2
O=C(CCn1c(=S)oc2ccccc21)N1CCCCC1,-7,0,6,-13,-9,1.9,105,-1,9
OCCNCCOc1ccccc1F,5,-4,0,11,-12,-0.8,107,4,-5

# An excerpt from above, showing only ZTA counter and TPT1 inh:
Molecule	ZTA counter	TPT1 inh
O=C(OCC(=O)N1CCCCCC1)c1ccc([N+](=O)[O-])cc1Cl	-14	-1
O=C(CCn1c(=S)oc2ccccc21)N1CCCCC1	-13	-1
OCCNCCOc1ccccc1F	11	4
